Source: PubChem (National Center for Advancing Translational Sciences (NCATS))
N370S GC mod = N370S glucocerebrosidase modulation, Gaucher chaperone candidate. N370S GC spleen homogenate, 4MU-glucoside fluorescence. Potency, µM (highest dose often 59.4 µM), for the others: top-dose activity change, negative = inhibition, actives largely listed as inhibitors. 330,000 tested, 0.092% active. AID 2101;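 note: 0% = full enzyme activity and -100% = no enzyme basal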
FEN1 inh = human FEN1 inhibition; Recombinant FEN1 flap cleavage, fluorescence, 15 min; 390,000 tested, 0.35% active; P39748; Potency, µM (highest dose often 114 µM), for inactives: at the highest dose activity change, negative = inhibition, hits mostly inhibitors; note: nearly all actives have a fitted effect of over 65% in size
Target sequence (P39748 whole entry, looked up): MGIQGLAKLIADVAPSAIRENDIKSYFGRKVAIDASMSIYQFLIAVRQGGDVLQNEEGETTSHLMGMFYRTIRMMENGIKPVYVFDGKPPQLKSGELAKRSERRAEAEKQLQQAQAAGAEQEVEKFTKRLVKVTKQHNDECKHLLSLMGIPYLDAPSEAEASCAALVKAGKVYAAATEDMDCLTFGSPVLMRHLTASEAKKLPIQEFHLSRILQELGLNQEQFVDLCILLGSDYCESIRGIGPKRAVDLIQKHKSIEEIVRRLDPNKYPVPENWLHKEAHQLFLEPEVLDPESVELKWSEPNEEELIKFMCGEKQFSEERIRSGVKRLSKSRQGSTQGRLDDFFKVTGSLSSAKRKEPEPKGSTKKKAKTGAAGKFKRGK
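Concentration–response screening of FEN1 (10 nM): 15 min compound preincubation at room temperature, reaction started with 50 nM substrate and read at 0 and 15 min. Corrected, normalized data were fitted by a four-parameter Hill equation.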
GCN5L2 inh = blocks human GCN5L2 histone acetyltransferase. Q92830. GCN5L2 HAT assay, ThioGlo1 CoA-SH fluorescence. Potency, µM (series often up to 58.9 µM), for the others: at the top dose activity change, negative = inhibition, usual class: inhibitors. 390,000 tested, 0.21% active. AID 504327
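ThioGlo1-coupled HAT assay: 20nM GCN5L2, 70uM acetyl-CoA, 75uM H3(1-25) peptide, pH 7.5. Fluorescence read at 340/540nm at start and after 20 min at room temperature.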
An asterisk follows results filed as active; ? = inconclusive; · = not tested or not shown; & = joins results of further samples; [ ] = remark or other dose. Calls come from the whole dose curve; as a rule, active = well fitted curve in the direction sought with a large enough effect; inconclusive = small, poorly fitted or top-dose-only effect, or another doubt; inactive = no such curve, though single readings can be large; an effect the other way counts as inactive or inconclusive. Unless noted, % is set by controls: 0 for no effect and ±100 for the full control effect; potency is the fitted concentration of half-maximal effect.

smiles | N370S GC mod | FEN1 inh | GCN5L2 inh
Cc1cc(-c2[nH]nc3c2C(c2ccsc2)C(C#N)=C(N)O3)c(C)s1 (centres undefined) | -9% | 2% | -8%
O=C1N(Cc2ccccc2)c2ccccc2C12OCCO2 | -14% | -1% | -8%
CC(C)NC(=O)C1CCCN(c2ncnc3onc(-c4ccc(F)cc4)c23)C1 (centres undefined) | · | -14% | -21%
CCCC[n+]1c(C)sc2cc(OC)ccc21 | 1% | -12% | -13%
CCOC(=O)c1sc2ccccc2c1S(=O)(=O)N1CCN(c2cccc(C)c2)C(C)C1 (centres undefined) | · | 9% | 19%
Cc1ccccc1C(=O)N/N=C/c1ccc(Sc2ccccn2)o1 | 11% | 0% | -4%
OC(CCN1CCCCC1)c1ccc(-c2ccccc2)cc1 (centres undefined) | -1% | -7% | 12%
CCOc1ccccc1-c1cc(-c2ccccc2)nc2c1c(=O)n(C)c(=O)n2C | 1% | 0% | -1%
Cc1cc(C(=O)COC(=O)/C=C/c2ccc(F)cc2)c(C)n1C | · | 1% | -1%
O=C(O)CC/C(=C\c1ccccc1[N+](=O)[O-])c1nc2ccccc2s1 | 4% | -1% | -6%
O/N=C(/Cc1ccccn1)c1ccccc1 | -1% | 5% | -10%
C=C1C(=O)OC2C1CC/C(C)=C/CCC1(C)OC21 (centres undefined) | 10% | · | -14%
CCc1ccc2nc(N(CCN(CC)CC)C(=O)c3cccs3)sc2c1 | · | 0% | -5%
COc1ccc(NC(=O)c2nc(C)c(C3(C)CC(c4cccnc4)=NO3)s2)cc1 (centres undefined) | 20% | 8% | -5%
Cc1ccc(C)c(OCC(=O)N(Cc2nnc(-c3ccccc3Cl)o2)C2CC2)c1 | -2% | 0% | -4%
O=C(Nc1cccc(C(F)(F)F)c1)c1noc2c1CCc1ccccc1-2 | · | -20% | -9%
C#CCOCCOCCOCCNc1nc(N2CCN(C(=O)CCCCCCCCCCNC(=O)Cn3cc(CCCCCN)nn3)CC2)nc(N2CCN(C(=O)CCCCCCCCCCNC(=O)[C@H]([C@@H](C)CC)n3cc(CCCCCN)nn3)CC2)n1 | ? | ? | -6%
CN(C1CCCCC1)S(=O)(=O)c1cccc2nsnc12 | 9% | 17% | -4%
COc1cccc(Nc2ncc3nc(-c4cccs4)c(=O)n(-c4ccccc4)c3n2)c1 | -6% | · | -17%
CC(C)c1ccccc1NC(=O)CN1C(=O)c2ccccc2C1=O | 4% | -7% | -24%
Cc1cc(-c2ccc(C(C)C)c(S(=O)(=O)N3CC(=O)Nc4ccccc43)c2)on1 | -13% | -2% | -9%
O=C(Cc1ccc(F)cc1)Nc1nnc(-c2ccc(F)cc2)o1 | 2% | -19% | 1%
COc1cc(C(=O)O)cc(NC(=O)c2ccco2)c1OC | -2% | -1% | 2%
CC(C)N(CCNC(=O)COc1ccc2oc3c(c2c1)CCCC3)C(C)C | -10% | -15% | -17%
CCOC(=O)N1CCN(CCC(=O)Nc2ccc(C)cc2)CC1 | 0% | -13% | 2%
CC(C)N1C(=O)CN(C2CCCCCC2)C(=O)C1c1ccccc1F (centres undefined) | 6% | 6% | 0%
O=C(Cn1nnc(-c2ccc(C(F)(F)F)cc2)n1)NCCc1ccccc1 | · | -3% | 3%
C#CCNC(=O)C1=C[C@@H](c2coc3ccccc3c2=O)C[C@@H](OCCCCO)O1 | -20% | -8% | -4%
CCSc1nnc(Nc2ccc(C)cc2)s1 | -9% | -10% | -14%
O=C(COC(=O)CNC(=O)c1ccc(Cl)cc1)Nc1ccc(Cl)cc1C(F)(F)F | 4% | 3% | -4%

Complete entries, looked up by structure. Order of screens: N370S GC mod	FEN1 inh	GCN5L2 inh
Listed for OC(CCN1CCCCC1)c1ccc(-c2ccccc2)cc1 (centres undefined) = -1%	-7%	12%
Listed for CC(C)NC(=O)C1CCCN(c2ncnc3onc(-c4ccc(F)cc4)c23)C1 (centres undefined) = ·	-14%	-21%
Listed for CCc1ccc2nc(N(CCN(CC)CC)C(=O)c3cccs3)sc2c1 = ·	0%	-5%
Listed for CC(C)c1ccccc1NC(=O)CN1C(=O)c2ccccc2C1=O = 4%	-7%	-24%
Listed for CCCC[n+]1c(C)sc2cc(OC)ccc21 = 1%	-12%	-13%

Continued.
smiles | N370S GC mod | FEN1 inh | GCN5L2 inh
CCS(=O)(=O)c1nc(S(=O)(=O)c2ccc(C)cc2)c(NCc2ccccc2Cl)s1 | · | -5% | -2%
O=C(COc1ccccc1)Nc1ccncc1 | 0% | -3% | 1%
COc1cccc2c1C(=O)c1c(O)c3c(c(O)c1C2=O)C[C@](O)(C(C)=O)C[C@H]3O[C@@H]1C[C@@H](N)[C@@H](O)[C@@H](C)O1 | -4% | ? | -2%
O=C(c1ccc(F)cc1)N1CCCC(C(=O)N2CCN(c3ccccc3)CC2)C1 (centres undefined) | 12% | 1% | 2%
O=C(c1ccc(Cl)cc1)N1CCCOC1 | -2% | 3% | -6%
Cc1cc(SCC(=O)N/N=C/c2ccc(O)c(O)c2)nc2ccccc12 | -2% | ? | -13%
Cc1nc2sc3c(c2c(=N)n1N)CC(C)(C)OC3 | 20% | 2% | -4%
COc1ccccc1-n1c(=S)[nH]c2c(sc(=S)n2-c2ccccc2C)c1=O | -12% | 15% | -14%
COCCNC(=S)N1CCN(S(C)(=O)=O)CC1 | 0% | 2% | -1%
COC(=O)CCSc1cc([N+](=O)[O-])cc2c1c(C1OCCS1)nn2-c1ccccc1 (centres undefined) | 3% | -11% | -2%
Cc1cc(C)cc(C(=O)N2CC(=O)Nc3ccc(Br)cc3C2c2ccccc2)c1 (centres undefined) | · | -25% | -6%
C[C@]1(C(=O)NCc2cc(F)cc(C(F)(F)F)c2)C=C[C@@H](Cc2ccccc2)N1C(=O)c1ccccc1 | 12%&22% | -26% | -12%
Cc1ccccc1OCC(=O)N/N=C/c1ccco1 | -5% | 2% | -12%
O=C(Nc1ccccc1O)c1ccc2c(c1)C(=O)N(N1C(=O)c3ccccc3C1=O)C2=O | -2% | 0% | 0%
NC(=O)CC(NC(=O)c1ccccc1)c1ccc(N2CCc3ccccc3C2)c([N+](=O)[O-])c1 (centres undefined) | -3% | -7% | -1%
Cc1nnc(SC(C)C(=O)Nc2ccc3c(c2)OCCO3)s1 (centres undefined) | -9% | 7% | -12%
CCOC(=O)CNS(=O)(=O)c1cc(-c2n[nH]c(=O)c3ccccc23)ccc1C | -11% | 8% | 1%
Cc1ccc(S(=O)(=O)n2cnc3cc([N+](=O)[O-])ccc32)c(C)c1 | 0% | 22% | -1%
O=C(NCc1ccccc1C(F)(F)F)C1CC(c2cc(C(F)(F)F)cc(C(F)(F)F)c2)=NO1 (centres undefined) | 4% | -7% | ?
CCc1cc2c(=O)c(-c3nc4ccccc4n3C)coc2c(CN2CCCCC2C)c1O (centres undefined) | 0% | ? | ?
COc1ccc(NC(=O)C(NS(=O)(=O)c2cccc3nsnc23)C(C)C)cc1 (centres undefined) | · | 2% | -7%
CC(NC(=O)COC(=O)c1cc(Cl)ccc1O)C1CC2CCC1C2 (centres undefined) | · | -4% | -16%
CC(C)Oc1cc2ccccc2cc1CNC[C@H]1O[C@@H](n2cnc3c(N)ncnc32)[C@H](O)[C@@H]1O | · | -2% | 4%
COc1cc(NC(=O)COc2cc3oc(=O)cc(C)c3cc2Cl)cc(OC)c1OC | -7% | 3% | -10%
COc1ccc(C(C(=O)NC2CCCC2)N(C(=O)c2ccco2)c2cccc(C(C)=O)c2)cc1OC (centres undefined) | -3% | 12% | -6%
O=C(Cc1ccc([N+](=O)[O-])cc1)OCc1ccc([N+](=O)[O-])cc1 | -2% | -13% | -16%
Cc1csc2cc(-c3cccc([N+](=O)[O-])c3)c(-c3cccc([N+](=O)[O-])c3)c[n+]12 | 11% | -4% | 1%
N#CC1=C(N)OC2=C(C(=O)CC(c3ccccc3)C2)C1c1ccc2c(c1)OCO2 (centres undefined) | -1% | -4% | -11%
COc1ccc(-c2nnc(SCC(=O)/C(C#N)=C(\C)N)o2)cc1 | 5% | -3% | -1%
Cc1cccc(NC(=O)CN2CCc3cc4c(cc3C2C)OCCCO4)c1 (centres undefined) | -6% | -20% | -3%

Some of these compounds in order of their number in N370S GC mod, high to low.
Molecule | N370S GC mod
COc1ccc(NC(=O)c2nc(C)c(C3(C)CC(c4cccnc4)=NO3)s2)cc1 (centres undefined) | 20%
Cc1ccccc1C(=O)N/N=C/c1ccc(Sc2ccccn2)o1 | 11%
CCOC(=O)N1CCN(CCC(=O)Nc2ccc(C)cc2)CC1 | 0%
COc1ccccc1-n1c(=S)[nH]c2c(sc(=S)n2-c2ccccc2C)c1=O | -12%
O=C1N(Cc2ccccc2)c2ccccc2C12OCCO2 | -14%

New compounds follow
smiles | N370S GC mod | FEN1 inh | GCN5L2 inh
COc1ccc(NC(=O)NNS(=O)(=O)c2ccc(Br)cc2)cc1 | -1% | -1% | -4%
CC(C)(C)OC(=O)CNC(=O)c1[nH]cnc1C(=O)Nc1ccc(Cl)cc1 | 19% | ? | -3%
COc1ccc(-c2nc3sc(CCNC(=O)C(=O)Nc4cc(C)cc(C)c4)c(C)n3n2)cc1 | · | 19% | -2%
COc1cc(OC)c(-c2nn3c(-c4cccnc4)nnc3s2)cc1OC | 0% | · | -17%
CCOC(=O)c1c(C)c(C(=O)Nc2cc(F)ccc2F)c(C)n1C | 3% | 3% | 40%[activator]
CN(CCO)c1ccc([N+](=O)[O-])cc1C(=O)O | -10% | -4% | -2%
CCN(CC)C(=O)c1cccc2nc3ccccc3nc12 | -14% | 7% | 0%
O=C(O)CCC(=O)N1CCc2cc(S(=O)(=O)Nc3ccc4c(c3)OCCO4)ccc21 | 5% | 22% | -7%
COc1ccc(NC(=O)[C@@H]2CCCN2C(=O)[C@@H]2Cc3ccccc3CN2C(=O)OC(C)(C)C)cc1 | 26% | -5% | -4%
CCCCCNC(=O)c1ccc(NS(=O)(=O)c2ccc3[nH]c(=O)[nH]c3c2)cc1 | ? | 1% | ?
O=C(CNC(=O)c1ccc(Br)o1)NCc1ccc(Cl)cc1 | 1% | 19% | 4%
O=C(C[n+]1ccccc1)Nc1ccccc1C(=O)O | -3% | -2% | -4%
CCn1cc(C(=O)N[C@@H](CCSC)C(=O)NCCCOC)c(=O)c2cc3c(cc21)OCO3 | -6% | 0% | -15%
C[C@@H]1CN([C@@H](C)CO)C(=O)c2cccc(NC(=O)c3ccncc3)c2O[C@@H]1CN(C)Cc1ccc(-c2ccccc2)cc1 | · | -3% | -7%
COCCN1C(=O)Cc2c1nc(N)c1c(N)nc(N3CCN(c4ccc(F)cc4)CC3)c(C#N)c21 | -2% | 13% | -2%
CCC(C)(C)n1nnnc1C(c1cc2ccc(C)cc2[nH]c1=O)N(Cc1cccnc1)Cc1ccco1 (centres undefined) | 7% | -5% | -7%
C/C(=N/Nc1ccccc1C(=O)O)c1cccs1 | -4% | 3% | -1%
Cc1ccc(S(C)(=O)=NC(=O)NC(=O)c2c(Cl)cccc2Cl)cc1 (centres undefined) | 1% | 1% | -7%
COc1ccc2c(Cl)c(C(=O)NCC3CCCO3)sc2c1Cl (centres undefined) | 11% | · | -4%
O=C(/C=C/c1ccccc1)NNC(=O)c1cccnc1 | 2% | 5% | -2%
COc1ccc(CNC(=O)CNC(C)c2ccc(F)cc2)cc1 (centres undefined) | 0% | 45%[activator] | 0%
CC(=O)Nc1ccc(S(=O)(=O)Nc2nc3ccccc3nc2Nc2ccc(N)cc2)cc1 | -21% | 3% | -5%
CC1CCCCC1NC(=O)CSc1nnc(CNC(=O)c2ccccc2)n1C (centres undefined) | 6% | -13% | -15%
Cn1c(=O)cc(SCC(=O)N2CCN(C(=O)c3ccco3)CC2)c2ccccc21 | -20% | 1% | -5%
CN(C)c1oc(-c2ccc(OCc3ccccc3)cc2)nc1C#N | 19% | 0% | -9%
CC1(C)CC(=O)C(C(c2cccc([N+](=O)[O-])c2)C2C(=O)CC(C)(C)CC2=O)C(=O)C1 | 29% | 1% | -6%
COc1cccc(/C=C/C(=O)N2CCN(c3n[nH]c(=O)[nH]c3=O)CC2)c1OC | 3% | 2% | -3%
O=C1Nc2cc(C(F)(F)F)ccc2N2CCCCC12 (centres undefined) | -22% | 6% | 23%
CCCc1ccc2oc(C(=O)N3CCC(C(N)=O)(N4CCCCC4)CC3)c(C)c2c1 | -2% | 18% | -5%
CCOC(=O)c1ccc(NC(=S)N2CCCC2)cc1 | -3% | 17% | -5%
CCOc1ccccc1NC(=O)Cn1ccn(Cc2ccc(C)cc2)c(=O)c1=O | · | -1% | -12%
CN(CC(=O)Nc1ccccc1Br)C(=O)CCCSc1nc2ccccc2[nH]1 | 9% | 2% | -2%
